High-throughput results from PubChem.
PP1 counter: counter-screen for PP5 inhibitors: inhibitors of human PP1-alpha. purified PP1alpha, OMFP fluorescence. hit rate 0.9% among 320,000. inhibition, % at 6.7 µM. P62136;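 active = inhibition above the mean inhibition of all tested compounds plus 3 SD, computed separately for each screening campaign, cut at about 15% in these data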
HCV core dimer: HCV core protein dimerization inhibition. TR-FRET GST/Flag-core106 dimerization, 1536-well. inhibition, % at 5 µM. hit rate 0.33% among 300,000. AID 1899;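 active = inhibition above the mean of all tested compounds plus 3 SD, set per screening campaign, cut at about 45% in these data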
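System – GST-tagged and Flag-tagged HCV core protein residues 1-106 · Repeats – one well for each compound · Technique – TR-FRET 671 and 617 nm emission · Doses – one concentration, 5 µM, in 0.5% DMSO · Times – 4 h, 22.5 °C incubation · Also added – Eu donor and XL665 acceptor anti-tag antibodies · Measure – percent inhibition of core106 dimerization signal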
Efflux pump inh: antifungal efflux pump inhibition, Nile Red retention. inhibition, % at 10 µM. S. cerevisiae Candida pump triplex. hit rate 0.44% among 330,000;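 active = plate passing quality check with inhibition over a set limit, or well fluorescence over plate mean plus 4 SD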;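 also: Nile Red retained in pooled yeast measured as flow cytometry median fluorescence; 0% = buffer negative control and 100% = Enniatin B positive control; higher means more Nile Red kept so more efflux inhibition; some compounds called inactive have numbers as strong as hits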
CTSL1 counter: cathepsin L1 inhibition, PFM18AAP counter-screen; hit rate 0.49% among 300,000; inhibition, % at 5.96 µM; recombinant F. hepatica cathepsin L1, Z-Leu-Arg-MCA fluorescence;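 active = inhibition above the mean of all tested compounds plus 3 SD, set per screening campaign, cut at about 17% in these data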;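 also: 0% = plate median of test compound wells and 100% = 1 µM Z-Phe-Ala-diazomethylketone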
proCasp3 act: activators of human procaspase-3; AID 463141; hit rate 0.11% among 330,000; activation, % at 8.5 µM; P42574; recombinant procaspase-3 D3A, Ac-DEVD-pNA absorbance 405 nm;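 active = activation above the mean of all tested compounds plus 3 SD, cut at about 21% in these data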;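 also: 0% = DMSO alone and 100% = DMSO wells spiked with extra 5 µM PC-3 D3A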
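Evaluation: percent activation relative to control range; Material: Procaspase-3 D3A mutant, all three cleavage aspartates alanine; Compound: single dose, 8.5 µM nominal compound, 0.8% DMSO; Replication: one well per compound; Signal: absorbance at 405 nm, 0 and 120 min; Schedule: 1 h preincubation plus 2 h reaction at 25 °C.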
PP5 primary: PP5 (human) phosphatase inhibition. inhibition, % at 6.7 µM. hit rate 0.18% among 320,000. P53041. purified PP5c, OMFP substrate fluorescence;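 active = inhibition above the campaign's mean inhibition across all tested compounds plus 3 SD, cut at about 9.5% in these data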;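 also: 0% = DMSO only and 100% = 100 µM cantharidin control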
Target sequence (P53041 whole entry, looked up): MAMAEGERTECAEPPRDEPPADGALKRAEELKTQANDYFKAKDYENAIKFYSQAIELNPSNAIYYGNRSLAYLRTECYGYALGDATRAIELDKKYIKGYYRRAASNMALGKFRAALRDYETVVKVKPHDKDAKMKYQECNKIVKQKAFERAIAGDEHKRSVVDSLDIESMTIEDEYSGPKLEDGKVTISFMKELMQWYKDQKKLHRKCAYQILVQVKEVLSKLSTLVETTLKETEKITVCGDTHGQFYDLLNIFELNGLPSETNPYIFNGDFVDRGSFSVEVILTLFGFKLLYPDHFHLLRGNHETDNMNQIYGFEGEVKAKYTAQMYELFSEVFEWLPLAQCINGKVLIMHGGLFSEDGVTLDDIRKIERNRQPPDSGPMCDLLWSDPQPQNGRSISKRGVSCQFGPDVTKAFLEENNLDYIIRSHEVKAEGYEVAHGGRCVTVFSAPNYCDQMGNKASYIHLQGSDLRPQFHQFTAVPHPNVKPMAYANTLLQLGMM
TPT1 inhibitor: C. albicans TPT1 enzyme inhibition; recombinant caTPT1, FP RNA substrate dephosphorylation; inhibition, % at 5 µM; hit rate 0.81% among 300,000; AID 1962;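 active = inhibition above the mean of all tested compounds plus 3 SD, set per screening campaign, cut at about 24% in these data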;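 also: plate controls were DMSO alone for no effect and ferristatin control at 100 nM for full effect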
procasp7 counter: counter-screen for procaspase-3 activators: activators of human procaspase-7; P55210; activation, % at 8.5 µM; recombinant procaspase-7, Ac-DEVD-pNA absorbance 405 nm; D23A/D198A/D206A triple mutant, cannot self-cleave; scale: DMSO 0, 5 µM enzyme 100; hit rate 0.093% among 330,000;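 active = percent activation above the screen-wide mean plus 3 SD, cut at about 25% in these data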
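Assay system – Uncleavable procaspase-7 mutant enzyme · Quantity – 2 µM procaspase-7 mutant as dispensed · Times – 1 h preincubation, 2 h reaction · Dosing – single nominal 8.5 µM compound dose, 0.8% DMSO final · Buffer or medium – Zinc-free 50 mM HEPES buffer, pH 7.4, with NaCl and Triton X-100 · Detection – Epi-absorbance of released pNA at 405 nm, two timepoints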
JMJD2C inh: human JMJD2C demethylase inhibition; Q9H3R0; inhibition, % at 2.35 µM; hit rate 0.069% among 330,000; GST-JMJD2C(1-420) H3K9me3 demethylation, DELFIA europium;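 active = more than half of a compound's replicate wells show inhibition beyond 50%, single wells judged on their own value; inconclusive = some, but no more than half, of replicates pass 50% inhibition; inactive = no replicate passes 50% inhibition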;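 also: signal counts dimethyl H3K9 product captured on neutravidin plate; 0% = median of DMSO wells and 100% = 0.3 times that DMSO median; strong numbers were not always called active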
Target sequence (Q9H3R0 1-420 limits assumed): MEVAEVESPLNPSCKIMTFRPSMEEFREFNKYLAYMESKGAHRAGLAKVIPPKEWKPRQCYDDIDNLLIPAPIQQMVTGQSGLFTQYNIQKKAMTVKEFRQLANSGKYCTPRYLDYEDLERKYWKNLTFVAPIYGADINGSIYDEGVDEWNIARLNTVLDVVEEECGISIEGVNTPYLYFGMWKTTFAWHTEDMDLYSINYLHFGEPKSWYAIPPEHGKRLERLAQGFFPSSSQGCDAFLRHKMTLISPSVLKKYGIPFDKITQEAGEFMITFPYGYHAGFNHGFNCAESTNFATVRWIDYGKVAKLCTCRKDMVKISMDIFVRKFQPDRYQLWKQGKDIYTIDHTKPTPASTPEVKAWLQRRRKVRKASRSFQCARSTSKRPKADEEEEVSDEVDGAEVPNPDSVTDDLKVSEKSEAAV
* marks the source's active call; other numbers are inactive results; u = inconclusive; x = no result given; & = joins results of further samples.

Order of values – PP1 counter	HCV core dimer	Efflux pump inh	CTSL1 counter	proCasp3 act	PP5 primary	TPT1 inhibitor	procasp7 counter	JMJD2C inh
- CCOC(=O)c1cc(-c2ccccc2)n(CC2CC(c3ccc(OC)cc3)=NO2)n1 (stereo unspecified)
→ -1	3	-0.1	1	2	1.9	-2	0	-4
- O=C(Nc1nc(-c2ccc(F)c(F)c2)cs1)c1cc([N+](=O)[O-])ccc1N1CCOCC1
→ 1	3	0.1	0	-1	-0.6	0	2	-10
- CCc1ccc(/C=C2\SC(=S)N(CCCC(=O)Nc3ccccn3)C2=O)cc1
→ -2	15	-0.1	5	-8	0.0	16	0	21
- Cc1nnc(SCC(=O)Nc2ccc(Cl)cn2)[nH]c1=O
→ 0	0	0.0	-4	1	0.7	-2	-5	-1
- COc1ccc(S(=O)(=O)NCCCN2CCCC2=O)cc1OC
→ 1	6	-0.1	0	2	-1.9	-5	3	-5
- Cc1oc(-c2ccccc2F)nc1CS(=O)CC(=O)NCc1ccccc1 (stereo unspecified)
→ -5	9	0.0	-3	3	-1.6	0	-1	-1
- COc1cc2c(cc1N/C=C(\C#N)c1nc(-c3ccc(F)cc3)cs1)oc1ccccc12
→ -4	5	0.1	-1	2	-0.9	0	5	0
- COc1ccccc1CNC(=O)CCC(=O)n1ncc2cc(C)ccc21
→ -6	-3	0.0	-2	0	1.8	0	4	-9
- Cc1ccc(S(=O)(=O)N(CC(=O)N/N=C/c2ccco2)Cc2ccccc2)cc1
→ -2	-5	-0.1	4	0	1.8	-2	-4	5
- COc1cc(N)cc(NC(=O)c2ccncc2)c1
→ -5	-3	0.1	0	-2	3.3	2	-2	-1
- O=C1CC(c2ccco2)Cc2nc(NCC3CCCO3)ncc21 (stereo unspecified)
→ 3	-4	0.0	2	1	4.0	0	-10	-4
- CCSc1nc2sc3c(c2c(=O)[nH]1)CCc1ccccc1-3
→ 3	11	-0.1	6	4	4.7	-4	-2	5
- COc1cc2ccccc2cc1C(=O)OCC(=O)c1c(N)n(C)c(=O)n(C)c1=O
→ 1	x	0.5	x	1	2.3	x	3	-1
- O=C1CCCC2=C1Sc1ccc(Cl)cc1N2
→ -3	-32	0.0	7	-11	0.6	-10	-5	-6
- O=C(COC(=O)C1(c2ccc(F)cc2)CCCC1)N1CCOCC1
→ 2	2	0.0	1	4	1.5	-2	3	5
- CCOC(=O)C1=C(C)NC2=C(C(=O)CC(C)(C)C2)C1c1coc2ccccc2c1=O (stereo unspecified)
→ -1	2	0.0	1	-5	-0.1	-2	-4	0
- CCCc1cc(=O)oc2cc3oc(C)c(C)c3cc12
→ 3	1	-0.4	1	-5	2.5	-4	7	7
- COc1ccccc1OCc1nnc(SCC(=O)N2CCCCC2)n1-c1ccccc1
→ -3	-3	0.0	0	3	-1.0	1	5	-22&-5
- CC(C)Oc1cccc(C(=O)NC(=S)Nc2cccc(C(F)(F)F)c2)c1
→ -1	7	-0.4	-11	-11	-0.5	-7	-17	-9
- CCOC(=O)N1CCC(NS(=O)(=O)c2cc(C(=O)OC)n(C)c2)CC1
→ -4	0	0.1	-4	7	0.5	-5	1	-11
- O=C(CCC1CCCN(C(=O)C2(c3ccccc3)CC2)C1)N1CCN(c2ccccn2)CC1 (stereo unspecified)
→ -2	1	0.2	2	1	0.5	-2	-6	9
- CCOC(=O)CSc1nc2ccccc2c(=O)n1CCCCCC(=O)NCc1ccco1
→ -12	3	0.0	4	0	3.9	5	-5	13
- Cc1ccc(Cl)c2c1NC(=O)C2=O
→ x	x	-0.4	x	6	x	x	-1	0
- COc1ccc(N(CC(=O)NCc2ccccc2)S(=O)(=O)c2c(C)n[nH]c2C)cc1
→ 1	-3	0.0	-5	3	-2.5	5	5	75
- COc1ccc(-c2[nH]ncc2CN(C)CCc2c(C)n[nH]c2C)c(F)c1
→ -3	2	0.0	-1	4	1.1	-1	0	-11
- CCCc1nc(SCC(N)=O)[nH]c(=O)c1CC
→ -3	0	0.0	-2	2	1.1	2	3	1
- CC(C)(C)NC(=O)COC(=O)c1ccc(F)cc1Cl
→ -2	1	-0.1	0	-3	1.7	-2	1	-18
- CC1(C)CC(=O)C2=C(C1)N(C1CCCCC1)C(=O)C2(O)C(F)(F)F (stereo unspecified)
→ -1	6	-0.1	-1	-2	-0.7	-2	-2	3
- Cc1nn(C)c(C)c1CN(C)C(=O)C1CCC(=O)N(C2CCCCCC2)C1 (stereo unspecified)
→ 1	2	0.1	0	4	4.7	-2	5	-5
- CCOc1cccc2cc(C(=O)Nc3cc(C)on3)c(=O)oc12
→ 2	16	0.1	0	1	4.5	4	6	1
- COc1ccc(NC(=O)CCN2C(=O)c3ccccc3S2(=O)=O)cc1
→ -1	-4	-0.1	-5	5	1.9	0	7	64
- COc1ccc2cc3cc(C(=O)N(C)C4CCCCC4)oc3nc2c1
→ -3	14	0.2	2	1	1.1	0	2	-1
- COc1ccc(S(=O)(=O)N2CCOC2CNC(=O)C(=O)NCc2ccccn2)cc1C (stereo unspecified)
→ -3	-5	-3.1	-1	8	-0.3	-2	-7	16
- CC(=O)c1cccc(S(=O)(=O)N2CCCC(c3nc(-c4ccc(C)o4)no3)C2)c1 (stereo unspecified)
→ 2	27	0.1	-3	3	3.2	5	-11	3
- Cc1ccc(-c2nn(CC(N)=O)c(=O)c3ccccc23)cc1S(=O)(=O)N(C)C
→ 1	-5	-0.1	0	8	0.5	-1	4	u
- Cc1ccc(S(=O)(=O)N2CCN(C(=O)C3CC(=O)N(c4ccc5c(c4)OCCO5)C3)CC2)cc1 (stereo unspecified)
→ -2	x	0.2	x	6	3.1	x	11	-7
- CCN(CC)c1ccc2c(Cl)c(Br)c(=O)oc2c1
→ 2	-91	8.6*	3	-51	2.7	0	-54	4
- O=C1CC(=O)CC(c2ccccc2)C1
→ 3	-1	-0.1	-3	-1	3.6	3	-10	6
- CC12CC3(C)CC(C)(C1)CC(C(=O)Nc1nn[nH]n1)(C2)C3
→ 6	-8	0.0	-3	-1	4.3	-2	2	4
- CC(C)c1ccc(C(=O)N(c2ccccn2)C(C)c2ccco2)cc1 (stereo unspecified)
→ 0	-8	0.2	2	-7	0.7	3	-4	-6
- O=C(CN1C(=O)c2ccccc2C1=O)Nc1ccc(-c2nc3ccccc3o2)cc1
→ 3	37	0.1	1	-1	3.2	5	-5	-5
- O=C(c1cccc(S(=O)(=O)N2CCCC2)c1)N1CCN(Cc2ccccc2)CC1
→ -5	x	0.2	x	-6	3.7	x	-10	-7
- CCOc1cc(/C=C2\N=C(C)OC2=O)cc(Cl)c1OCC(=O)OC
→ -3	3	0.0	0	6	-1.1	-4	2	2
- O=C(CSc1ccc2nnc(-c3ccccn3)n2n1)N1CCN(c2ccccc2)CC1
→ 13	25	0.1	-5	7	0.9	1	5	-4
- O=C(NCC1CCCN(C(=O)c2cscn2)C1)c1ccc(-c2ccccc2)cc1 (stereo unspecified)
→ -4	6	-0.1	4	4	-0.5	-1	0	5
- Cc1ccc(C(=O)NNC2CC(=O)N(c3ccc4c(c3)OCCO4)C2=O)cc1 (stereo unspecified)
→ 3	0	0.0	-3	3	-1.4	0	-6	12
- C=CC[C@@H](CC(=O)OC(C)(C)C)C(=O)OC[C@H]1CCCN1C(=O)[C@@H](CC=C)CC(=O)NCCO
→ x	x	0.1	x	3	x	x	2	-3
- COc1ccc(C(=O)NNC(=S)NC(=O)c2ccc(Br)o2)cc1OC
→ -2	-3	0.0	-7	-9	0.5	4	-15	6
- CC(C)Cc1nnc(NC(=O)CCC(=O)N2CCN(c3ccc(F)cc3)CC2)s1
→ -2	4	0.0	3	7	0.7	0	-11	5
- CC(=O)c1ccc(NC(=O)CSc2nnc(-c3ccco3)c(-c3ccco3)n2)cc1
→ 3	36	0.1	8	-24	2.4	-6	-37	6

(next part)
Order of values – PP1 counter	HCV core dimer	Efflux pump inh	CTSL1 counter	proCasp3 act	PP5 primary	TPT1 inhibitor	procasp7 counter	JMJD2C inh
- Cc1ccc(N(CC(=O)N=Nc2c(O)[nH]c3ccccc23)S(C)(=O)=O)c(C)c1
→ 0	-3	-0.2	-2	-2	3.2	-3	2	0
- Cc1cc(C)n(/N=C/c2ccccc2O)c(=O)c1
→ 1	3	0.1	-1	1	0.3	-4	7	0
- O=C(NNC(=O)c1nc2ccccc2[nH]1)OCc1ccccc1
→ x	x	-0.4	x	-2	x	x	6	-8
- COC(=O)c1cccc(S(=O)(=O)N2CCC(c3nc4ccccc4o3)CC2)c1
→ -2	2	-0.3	4	5	0.6	-5	-11	3
- CN(CC(=O)Nc1ccc(Cl)cc1)C(=O)COc1ncnc2ccccc12
→ 0	x	0.1	x	3	4.3	x	5	-7
- Cc1cccc(CNc2ncc(-c3cccc([N+](=O)[O-])c3)n2C)c1
→ 5	-3	0.4	-3	3	1.6	2	0	0
- COc1ccc(OCC(=O)N/N=C2\CCc3ccccc32)cc1
→ -2	2	-0.1	5	3	-4.0	1	-4	23
- COc1ccc(OC)c(CN2CCN(CCc3ccccc3)C(CCO)C2)c1 (stereo unspecified)
→ -1	3	0.1	2	10	-2.2	-7	3	-11
- CSc1cccc(NS(=O)(=O)c2ccc(-c3coc(C)n3)cc2)c1
→ 0	6	-0.1	1	6	4.0	-1	2	-4
- COc1ccc(NC(=O)CSc2cc(C)ccc2C)cn1
→ -1	1	0.0	6	-1	0.2	-6	5	0
- Cc1ccc(/C(O)=C2\C(=O)C(=O)N(CCN(C)C)C2c2ccccc2F)cc1 (stereo unspecified)
→ -1	-1	0.0	3	10	-1.8	3	9	-14
- COc1cccc(C=Nc2ccccc2C(=O)Nc2ccccc2)c1O
→ 0	-3	0.3	1	-7	4.3	1	-3	3
- CCSc1nnc(NC(=O)c2cccnc2)s1
→ 2	-4	0.1	-1	-5	0.5	-1	4	-3
- Cc1ccc(-c2noc(CN(C(=O)Cc3ccccc3)C(C)C)n2)cc1
→ 2	3	0.0	-2	10	4.1	-2	-1	-2
- O=C(CN1CCN(c2ccc(Cl)cc2)CC1)Nc1ccc(F)cc1
→ 1	-2	0.3	0	-1	1.6	-1	9	-1
- CCCCNC(=O)c1sc(=S)n2c1[nH]c(=O)c1ccccc12
→ 2	-8	-0.2	6	-7	-0.5	0	-17	-9
- Cn1c(=O)c2c(nc(NCCNC(=O)c3ccco3)n2Cc2ccc(F)cc2)n(C)c1=O
→ 0	-9	0.5	9	4	3.3	1	-4	4
- COc1cc(OC)c(NC(=O)c2ccc(F)cc2)cc1Cl
→ 0	0	-0.1	-1	-9	0.2	5	10	-6
- Cc1ccc(S(=O)(=O)Nc2ncccn2)cc1
→ -1	6	0.2	4	7	-0.1	-1	-2	-8
